High-throughput results from PubChem BioAssay.
TNAP act hi DEA – increases human TNAP activity under high phosphate acceptor concentration; P05186; purified TNAP, CDP-star luminescence, 1 M DEA, 30 min; hits give high values; 0 = EDTA background, 1 = DMSO-only activity; activation factor at 20 µM; 200,000 tested, under 10 active;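 active = activation factor at least 2 at 20 µM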
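system = human TNAP | amount = enzyme diluted 1/800 final | reagent = 100 µM CDP-star substrate | signal = luminescent substrate turnover signal | dosing = one dose, 20 µM | benchmarks = EDTA negative control, DMSO positive control | measure = activation factor | timing = 30 min reaction, room temperature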
TNAP inh hi DEA – blocks human TNAP under high phosphate acceptor concentration; purified TNAP, CDP-star luminescence, 1 M DEA; inhibition, % at 20 µM; hit rate 0.03% among 200,000; AID 1135;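 active = over 50% inhibition of tissue-nonspecific alkaline phosphatase at 20 µM in the single-dose screen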;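 note: plate controls were DMSO wells for no effect and EDTA-quenched wells as full inhibition for full effect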
bIAP act – intestinal alkaline phosphatase (bovine) activation | purified bovine IAP, CDP-star luminescence, 30 min; hits give high values; fold of DMSO-control signal, blank-subtracted | activation factor at 20 µM | hit rate 0.17% among 200,000;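 active = activation factor of 2 or more at 20 µM, a signal rise over negative controls twice the positive control's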
FLuc inhib CS – counter-screen for luciferase assay inhibitors: firefly luciferase inhibition. ATPLite firefly luciferase biochemical luminescence, 10 min. hit rate 1.5% among 200,000. inhibition, % at 10 µM;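 active = inhibition above about 50% when tested at 10 µM, limit read from the data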
Target sequence (P08659 whole entry, looked up): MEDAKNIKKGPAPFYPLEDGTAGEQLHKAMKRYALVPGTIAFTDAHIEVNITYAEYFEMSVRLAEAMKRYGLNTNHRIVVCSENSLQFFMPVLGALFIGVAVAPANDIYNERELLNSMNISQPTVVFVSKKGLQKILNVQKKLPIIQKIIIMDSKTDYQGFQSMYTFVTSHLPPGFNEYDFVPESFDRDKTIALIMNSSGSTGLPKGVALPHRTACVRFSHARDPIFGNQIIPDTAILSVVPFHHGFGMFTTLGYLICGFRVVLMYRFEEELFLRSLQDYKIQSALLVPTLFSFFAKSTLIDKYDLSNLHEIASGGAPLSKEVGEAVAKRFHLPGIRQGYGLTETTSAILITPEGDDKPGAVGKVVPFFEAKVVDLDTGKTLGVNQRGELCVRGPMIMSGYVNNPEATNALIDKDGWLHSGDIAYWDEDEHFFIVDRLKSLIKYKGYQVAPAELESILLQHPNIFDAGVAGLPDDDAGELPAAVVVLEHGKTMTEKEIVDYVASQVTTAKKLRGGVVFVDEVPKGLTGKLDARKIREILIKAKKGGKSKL
Lmaj promast – reduces viability of Leishmania major promastigotes; inhibition, % at 10 µM; hit rate 9% among 200,000; resazurin fluorescence viability; in the data active = inhibition above about 50%;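 note: promastigotes grown with compound for 44 hours at 28 °C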
bIAP inh – blocks bovine intestinal alkaline phosphatase activity; purified bovine IAP, CDP-star luminescence, 30 min; inhibition, % at 20 µM; 190,000 tested, under 10 active;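 active = over 50% inhibition of intestinal alkaline phosphatase at 20 µM in the single-dose screen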
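Assay system – bovine IAP enzyme · Quantity – bovine IAP at 1/65,000,000 final dilution · Detection – CDP-star luminescence signal · Times – 30 min reaction at room temperature · Also added – CDP-star substrate at 30 µM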
RAM inhibit – yeast RAM network inhibition; S. cerevisiae dse1pr::URA3 reporter, 5-FOA growth OD615, 2 d; analog-sensitive cbk1-as2 kinase mutant strain; inhibition, % at 50 µM; hit rate 1.8% among 190,000; AID 868;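 active = inhibition above a set limit, 3 SD over mean compound inhibition, cut at about 8.4% in these data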;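 note: 0% = DMSO-only wells with no growth and 100% = 10 µM 1-NA-PP1 full growth; inhibition rescues growth on 5-FOA so higher OD means more RAM inhibition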
APP transl inh – APP translation inhibition; SH-SY5Y APP 5'UTR-luciferase reporter, luminescence; inhibition, % at 2 µM; hit rate 0.82% among 190,000; AID 1285;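 active = inhibition above a set limit, derived from the sample mean plus 3 SD, cut at about 45% in these data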; note: values of inactives mirror those of a sister screen read the other way
TNAP inh noacc – blocks human TNAP activity with no phosphate acceptor present | P05186 | purified TNAP, CDP-star luminescence, 30 min | hit rate 0.26% among 200,000 | inhibition, % at 20 µM | AID 1012;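 active = tissue-nonspecific alkaline phosphatase inhibition above about 50% at 20 µM in the single-dose screen, limit read from the data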;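 note: 0% = DMSO negative control and 100% = EDTA positive control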
FLuc act counter – affects firefly luciferase, flagging false hits in luciferase stimulation screens | P08659 | ATPlite luciferase biochemical, luminescence, 10 min; 0 = ATP-free wells, 1 = DMSO control | activation factor at 10 µM | 200,000 tested, under 10 active;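 active = luciferase activation factor, scaled between plate controls, of at least 2 with compound at 10 µM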
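System: luciferase plus luciferin reagent, cell-free; medium: PBS as buffer for the ATP substrate; dosing: test compounds dosed from 2 mM stocks in 100% DMSO; timing: 10 min post-reagent at room temperature; measured by: luminescence measurement of luciferase light output; evaluation: luciferase activation, seen as luminescence increase over controls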
The depositor's hits bear a star; / = no result given.

SMILES | TNAP act hi DEA | TNAP inh hi DEA | bIAP act | FLuc inhib CS | Lmaj promast | bIAP inh | RAM inhibit | APP transl inh | TNAP inh noacc | FLuc act counter
Cc1ccc(N(CC(=O)Nc2ccccc2C(=O)NCc2ccco2)S(=O)(=O)c2ccccc2)cc1C | 1 | -1.5 | 0.9 | -3.7 | 41.0 | 14.8 | 6.1 | -6.3 | -7.4 | 1
O=C(CN(CCc1ccccc1)S(=O)(=O)c1ccc(Br)cc1)N/N=C/c1ccc2c(c1)OCO2 | 1.1 | -6.7 | 1 | -3.3 | -3.6 | 1.2 | 4.7 | -10.9 | -9.0 | 1
O=C(Nc1ccc2ccccc2c1)N1CCN(c2ncccc2C(F)(F)F)CC1 | 1 | 3.6 | 1.1 | -0.1 | 4.2 | -5.6 | 0.4 | 4.1 | -4.7 | 1
CSc1nnc2n(C3CCCCC3)c(=O)c3c4c(sc3n12)CCCC4 | 1 | -4.6 | 0.8 | -5.3 | / | 15.8 | / | / | -10.0 | 1.1
CCN(CC)CCNC(=O)c1cc(-c2ccco2)nc2ccccc12 | 1 | -3.7 | 1 | -3.9 | 6.7 | 4.8 | 1.1 | -7.8 | -4.2 | 1
Cc1ccc(C(=O)N(CC(=O)NC2CCCC2)c2ccccc2C)s1 | 1.1 | -9.0 | 1.1 | -1.4 | -3.3 | -12.6 | 0.6 | 6.3 | -6.2 | 1
CCCn1c(SCC(=O)Nc2nnc(CC)s2)nc2c1c(=O)n(C)c(=O)n2C | 1.1 | -8.3 | 0.8 | -9.0 | / | 16.3 | / | / | -8.2 | 1.1
CCc1ccc(CN2CCCC(CNS(=O)(=O)c3ccc(OC)cc3)C2)cc1 (stereo not given) | 1 | -1.0 | 1.1 | -6.6 | 84.0* | -11.4 | 2.7 | 5.7 | -6.9 | 1.1
COc1ccc(/C(O)=C2\C(=O)C(=O)N(c3cc(C)on3)C2c2ccccc2OC)cc1 (stereo not given) | 1 | -2.0 | 1 | -5.1 | -5.4 | 2.0 | 0.9 | -7.3 | -10.1 | 1.1
Cc1ccc(S(=O)(=O)N(CC(=O)N2CCc3ccccc3C2)c2ccc(Cl)c(Cl)c2)cc1 | 1.1 | -5.8 | 0.8 | -6.1 | 18.7 | 15.0 | 6.5 | 14.8 | -45.1 | 1.1
CC(C)C(c1nnnn1CCc1ccccc1)N1CCOCC1 (stereo not given) | 1 | -2.9 | 1 | -7.1 | -1.8 | -4.1 | 1.3 | 1.9 | 0.2 | 1.1
COc1ccccc1CNS(=O)(=O)c1ccc(NC(C)=O)cc1 | 1 | -1.8 | 0.9 | -2.3 | 3.8 | 5.7 | 1.7 | 5.7 | -11.8 | 1
Cc1ccc(/C=N/NC(=O)c2cccc(S(=O)(=O)Nc3cccc(Cl)c3)c2)o1 | 1.1 | -7.1 | 1.1 | -10.0 | -8.2 | -6.6 | 5.2 | 43.1 | -14.1 | 1.1
COc1ccccc1CCNC(=O)c1cnccn1 | 0.9 | 5.1 | 1 | 2.5 | -2.0 | 3.6 | 1.8 | -2.0 | -3.0 | 1
O=C(NCCCN1CCCCC1)C1(S(=O)(=O)c2ccc(Cl)cc2)CC1 | 1 | -1.8 | 0.9 | -0.9 | -0.4 | 5.4 | -0.7 | 14.4 | -9.1 | 1
CC(NC(=O)c1ccccc1)C(c1cccs1)N1CCOCC1 (stereo not given) | 1 | -2.6 | 1 | -5.2 | -2.6 | 3.3 | 0.5 | 4.7 | -8.4 | 1.1
CCCNC(=O)Cn1c(=O)/c(=C\c2ccc(-c3cccc([N+](=O)[O-])c3)o2)s/c1=C\C(=O)C(C)(C)C | 0.8 | 22.3 | 1 | -7.0 | 63.3* | 1.4 | 9.4* | -9.1 | 17.8 | 1.1
O=C(NC1CCCCC1)NC1CCN(S(=O)(=O)c2ccc3c(c2)OCCO3)CC1 | 1 | -4.6 | 0.9 | -4.9 | -4.4 | 10.5 | 2.8 | -7.4 | -13.5 | 1
Cc1cnn(-c2nc(-c3ccccc3)cc(-c3ccccc3)n2)c1 | 1.1 | -7.6 | 0.9 | -8.5 | 27.3 | 10.2 | 14.1* | 11.2 | -5.3 | 1.1
COc1ccccc1/C=N/NC(=O)CO | 1 | -2.7 | 0.9 | -5.6 | 1.6 | 5.0 | 1.3 | -2.4 | -12.4 | 1.1
O=C1CC(c2ccc3c(c2)OCO3)Sc2nc3ccccc3n21 (stereo not given) | 0.9 | 8.9 | 1 | 68.6* | -8.0 | -0.8 | 0.4 | -130.3 | 5.1 | 0.3
CCC(CC)c1nc2cc(OC)c(OC)cc2c(=O)o1 | 1 | -4.2 | 0.9 | -5.5 | -7.5 | 7.1 | -0.1 | 6.0 | -6.6 | 1.1
CC(C)CNC(=O)Nc1ccccc1F | 1.1 | -8.6 | 1 | -9.4 | 14.4 | -1.1 | 2.0 | -19.3 | -10.7 | 1.1
O=C(c1ccc2nc(N3CCOCC3)sc2c1)N1CCN(C(=O)c2ccco2)CC1 | 1 | -2.4 | 1.1 | -4.3 | -5.8 | -11.2 | 0.5 | -11.5 | -10.9 | 1
Cc1ccc(-c2noc(-c3cccs3)n2)cc1 | 1 | -2.4 | 1.1 | 44.0 | -5.6 | -5.3 | 3.4 | -135.0 | -2.9 | 0.6

New compounds follow.
SMILES | TNAP act hi DEA | TNAP inh hi DEA | bIAP act | FLuc inhib CS | Lmaj promast | bIAP inh | RAM inhibit | APP transl inh | TNAP inh noacc | FLuc act counter
O=C(c1ccc2ccccc2c1)C1CCCN(C(=O)c2noc3c2CCCC3)C1 (stereo not given) | 1 | -3.0 | 1.1 | 0.0 | -6.1 | -12.3 | 4.7 | -36.2 | -1.8 | 1
Cc1ccc(-n2cc(CNCC3CC(=O)N(C4CC4)C3)c(-c3cccc(C)c3)n2)cc1 (stereo not given) | 1.1 | -8.7 | 1.3 | 2.1 | 19.6 | -26.6 | 0.1 | 1.1 | -7.8 | 1
CCOC(=O)C1=C(C)NC(=O)NC1c1ccc(OCC(=O)Nc2ccccc2)c(OC)c1 (stereo not given) | 1 | -1.3 | 1.1 | -0.2 | -8.2 | -7.4 | 1.5 | -5.2 | -6.2 | 1
Cc1cc(NCCCn2ccnc2)n2c(nc3ccccc32)c1C#N | 1.1 | -9.6 | 1.2 | -9.1 | 8.7 | -24.1 | 0.8 | 12.5 | -10.5 | 1.1
COc1ccc(CCn2c(=N)c(C(=O)NCc3ccco3)cc3c(=O)n4ccccc4nc32)cc1 | 1 | 2.6 | 0.8 | -8.6 | 32.5 | 16.2 | -0.5 | -10.3 | 2.1 | 1.1
Cc1ccc(NC(=O)CSc2nnc(N)s2)c([N+](=O)[O-])c1 | 1 | 0.2 | 1 | 0.0 | 2.2 | -1.5 | 2.3 | 2.4 | -1.1 | 1
Cc1cc(C)c[n+](CC(=O)c2cc3ccccc3oc2=O)c1 | 1 | -3.1 | 1.1 | -10.3 | -2.9 | -11.1 | 0.8 | 0.7 | -4.2 | 1.1
COc1cccc(NC(=O)c2ccccc2C(F)(F)F)c1 | 1 | -0.9 | 1 | -3.5 | -0.4 | -2.3 | 0.4 | 1.2 | -5.3 | 1
Cc1cccc(N2CCN(C(=O)CCN3C(=O)C4C5C=CC(C5)C4C3=O)CC2C)c1 (stereo not given) | 1 | -1.9 | 1 | -4.4 | 34.9 | 2.5 | 1.2 | -3.7 | -8.4 | 1
CC(=O)Oc1cccc(N2C(=O)c3ccc(C(=O)Nc4cccnc4)cc3C2=O)c1 | 1 | -3.8 | 1 | -2.5 | -5.2 | -3.0 | 1.0 | 8.6 | -14.5 | 1
COc1ccc(-c2nnc3ccc(SCC(=O)Nc4nc5ccccc5s4)nn23)cc1OC | 1 | -3.7 | 1.1 | -1.9 | 0.8 | -10.8 | 2.8 | 12.9 | -11.0 | 1
O=C(O)C1CC=CCC1C(=O)NCc1ccc2c(c1)OCO2 (stereo not given) | 1 | -1.3 | 1 | -6.4 | -3.7 | 4.3 | 0.4 | -12.6 | -5.9 | 1.1
COc1cc(C(=S)N2CCOCC2)ccc1O | 1 | -2.8 | 1 | -1.0 | -5.6 | 0.8 | -0.2 | -7.3 | -3.7 | 1
Cc1c(C(N)=O)sc2nc(-c3ccccc3)cn12 | 1 | -3.4 | 0.9 | 11.8 | -1.3 | 7.2 | 1.1 | -19.9 | -10.0 | 0.9
Fc1ccc(C(c2nnnn2Cc2cccs2)N2CCN(C3CCCCC3)CC2)cc1 (stereo not given) | 1 | -2.9 | 1.2 | -3.3 | 26.4 | -17.6 | 0.5 | -7.3 | -6.8 | 1
Cc1ccc2nc(SCC(=O)NC(=O)NCc3ccco3)[nH]c2c1 | 1 | -3.4 | 1.5 | 2.6 | -1.8 | -47.3 | 2.3 | -4.0 | -28.4 | 1
CCc1c(C#N)c(SCCC(=O)Nc2ccc(F)cc2)nc2c1C(=O)CC(C)(C)C2 | 1 | -3.5 | 0.6 | -10.0 | 2.8 | 44.6 | 3.8 | -4.1 | -5.0 | 1.1
O=C(Nc1cc(Sc2ccccn2)cc([N+](=O)[O-])c1)c1ccc(Cl)cc1 | 1 | 1.5 | 0.9 | -4.4 | 11.7 | 10.0 | 0.8 | 0.5 | 6.7 | 1
OCC1CCCN(C(=S)Nc2ccc(OC(F)F)cc2)C1 (stereo not given) | 1 | -3.4 | 0.9 | 22.7 | -4.3 | 8.8 | -0.2 | -23.1 | -15.8 | 0.8
CCOC(=O)c1nnc(-c2cccs2)nc1NC(C)C | 1 | 1.3 | 0.9 | -5.1 | -8.2 | 9.9 | -0.7 | 6.0 | -4.1 | 1.1
O=C(CN1CCOCC1)Nc1nc2ccc(F)cc2s1 | 1 | -4.9 | 0.9 | -5.7 | 8.3 | 9.9 | 0.8 | -20.7 | 22.7 | 1.1
O=C(Nc1ccccn1)C(NS(=O)(=O)c1cccc2nsnc12)c1ccccc1 (stereo not given) | 1 | -2.9 | 1.1 | -3.1 | -0.6 | -6.3 | 1.6 | -12.2 | -4.6 | 1
CCOC(=O)C1C(=O)NC(c2ccccc2)=NC1c1ccc(C(C)C)cc1 (stereo not given) | 1 | -1.6 | 0.9 | -6.1 | 11.7 | 8.0 | 0.0 | 8.4 | -4.9 | 1.1
